Compound activity: PubChem, several laboratories
Myeloid diff MLP: compounds promoting myeloid differentiation. ER-HoxA9 myeloid progenitors, lysozyme-GFP differentiation, flow cytometry. AID 624256. actives 1% (n = 360,000). calls only at 10 µM;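 active = normalized GFP-positive differentiation at or above the plate's own cutoff, the solvent-only control mean plus 3 SD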;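 also: cells exposed to compound for four days before flow analysis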
NTR1 agonist: NTR1-driven beta-arrestin-GFP spot formation – imaging, U2OS cells, high content, primary screen (AID 493036); agonist mode; activation, % at 20 µM; actives 0.17% (n = 330,000);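 active = activation at or above 40% of the spot to cytoplasm intensity ratio, with at least 20 cells analyzed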;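 also: 0% = DMSO without peptide and 100% = 100 nM NTR1 peptide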
Target sequence (P30989 whole entry, looked up): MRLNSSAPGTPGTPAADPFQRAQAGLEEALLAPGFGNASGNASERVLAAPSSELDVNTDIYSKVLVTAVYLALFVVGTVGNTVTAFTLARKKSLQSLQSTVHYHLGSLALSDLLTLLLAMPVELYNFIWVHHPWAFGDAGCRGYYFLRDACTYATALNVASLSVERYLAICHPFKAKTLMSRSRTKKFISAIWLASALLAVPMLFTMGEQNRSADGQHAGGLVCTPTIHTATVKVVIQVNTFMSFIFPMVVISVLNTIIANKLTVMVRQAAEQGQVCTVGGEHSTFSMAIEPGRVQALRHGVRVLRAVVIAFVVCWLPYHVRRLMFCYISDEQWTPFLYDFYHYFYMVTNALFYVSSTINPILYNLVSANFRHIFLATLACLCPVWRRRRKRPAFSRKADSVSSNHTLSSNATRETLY
T cell modulator: T cell immune modulation candidate; actives 0.068% (n = 330,000); calls only at 7 µM; 2C CD8+ T cell-vesicle binding, flow cytometry; active compounds read low;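 active = response, share of CD8 T cells binding vesicles, and their 90th percentile fluorescence all below set limits, cut at about 80% in these data, passing the limit was not always enough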
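material = purified 2C TCR transgenic mouse naive CD8+ T cells | controls = Unloaded micro-vesicles (low), QL9 vesicles with 0.7% DMSO (high) | detection = cytometric PE anti-B7-1 and Alexa647 anti-CD8 signals after 1% paraformaldehyde fixation | incubation = binding step 1.5 h, 37 °C, antibody labelling 20 min, ice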
T cell modulator vesicle-bound %: further read-out of T cell modulator, marked with its call; double positive events, %; measured here: CD8+ vesicle-bound cell fraction;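 binding gate set so that unloaded-vesicle control wells show 10% double positive cells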
NTR1 agonist cell count 20 µM: further read-out of NTR1 agonist, marked with its call; cell count; measured here: cell count, cytotoxicity flag
Myeloid diff MLP GFP+ MAC1+ %: further read-out of Myeloid diff MLP, marked with its call; GFP+ MAC1+ double positive, %; measured here: differentiation confirmed by MAC1 staining
The depositor's hits bear a star; i = inactive; + = active, no number. An excerpt; rates above refer to the full screens.

SMILES	Myeloid diff MLP	Myeloid diff MLP GFP+ MAC1+ %	NTR1 agonist	NTR1 agonist cell count 20 µM	T cell modulator	T cell modulator vesicle-bound %
CCCCn1c(N)c(N(CC(C)C)C(=O)c2cc(-c3ccc(OC)c(OC)c3)nc3ccccc23)c(=O)[nH]c1=O	i	0.8	-0.6	43	i	11.8
CN(C(=O)CSc1nc2sc3c(c2c(=O)n1C)CCC3)C1CCS(=O)(=O)C1 (stereo not drawn)	i	0.7	2.1	78	i	45.1
Cc1cnc(NC(=O)c2cccc(S(=O)(=O)N3CCOCC3)c2)s1	i	0.6	-2.2	45	i	41.4
Cc1ccc(S(=O)(=O)NCC(c2ccc3c(c2)OCO3)N2CCN(c3ccccc3)CC2)cc1 (stereo not drawn)	i	1.3	2.6	56	i	46.4
O=[N+]([O-])c1ccc(Oc2ncccn2)cc1	i	0.4	-1.8	42	i	33.6
CN(C)C1(CNC(=O)C2CCN(S(=O)(=O)c3c(Cl)cccc3Cl)CC2)CCCCC1	i	1.0	-1.1	66	i	31.4
C#CCOCCOCCOCCNc1nc(N2CCN(C(=O)Cn3cc(CCCCN)nn3)CC2)nc(N2CCN(C(=O)Cn3cc(CCCN=C(N)N)nn3)CC2)n1	i	1.7	-3.4	83	i	51.7
CCOc1ccccc1C(=O)N(Cc1ccccc1)Cc1cc2cc3c(cc2[nH]c1=O)OCCO3	+	20.0*	1.6	47	i	33.7
C[C@H](CO)N1C[C@H](C)[C@@H](CN(C)Cc2ccncc2)Oc2c(NC(=O)C3CCCCC3)cccc2C1=O	i	0.5	-0.1	51	i	8.8
CCC(C)CCN1C(N(C)C)=NC[C@@H]1C (stereo partly drawn)	i	1.2	-2.4	106	i	43.1
Cn1cccc1C(=O)OCC(=O)NCc1cccs1	i	0.8	-1.2	53	i	55.8
COc1ccccc1CC(=O)OCC(=O)N1CCN(c2ccc(F)cc2)CC1	i	0.6	0.4	65	i	48.0
COc1ccc(C2=NOC(Cn3nc(-c4ccccc4)cc3C(=O)NCc3cccc(Br)c3)C2)cc1 (stereo not drawn)	i	0.9	-0.6	49	i	10.6
CN(CC(=O)Nc1ccccc1Cl)C(=O)C1CSC2(C)CCC(=O)N12 (stereo not drawn)	i	0.6	0.2	75	i	49.0
COc1ccc(-n2nnnc2CNC(=O)c2ccc3ccccc3c2)cc1	i	0.9	0.3	64	i	34.3
O=C(COC(=O)c1cccc(Br)c1)NCC1CCCO1 (stereo not drawn)	i	1.5	0.4	36	i	35.8
CC(C)CNC(=O)C(=O)Nc1ccc2c(c1)N(S(=O)(=O)c1cccs1)CCC2	i	0.1	0.1	60	i	36.8
COCCN(C(=O)COC(=O)c1ccc2[nH]c(C)c(C)c2c1)c1c(N)n(Cc2ccccc2)c(=O)[nH]c1=O	i	1.2	2.1	51	i	30.3
Cc1csc(NC(=O)CSc2nc(=O)n(CCN(C)C)c3c2CCCC3)n1	i	1.0	-0.3	76	i	45.4
N#CCCN(C(=O)COC(=O)c1ccc(S(=O)(=O)N2CCCCCC2)cc1)c1ccccc1	i	0.7	0.8	59	i	56.3
CCN(CC(=O)Nc1ccc(OC)cc1)C(=O)c1ccc(=O)n(Cc2ccccc2)n1	i	0.6	-0.5	54	i	52.3
CC(=O)C[C@H](O)CC(=O)[C@H]1OC(=O)[C@@H](C)C/C=C\Cc2ccccc21	i	0.5	4.1	75	i	10.7
Cc1cc(=O)oc2cc(OCC(=O)N3c4ccccc4NC(=O)C3(C)C)ccc12	i	2.0	-0.4	44	i	31.8
O=C(NCc1c[nH]c2ccccc12)c1ccccc1	i	0.5	1.3	44	i	32.7
Cc1nn(-c2ccccc2)c(C)c1NC(=O)COC(=O)CCCOc1ccccc1	i	1.1	-0.4	69	i	51.1
C[C@H](CO)N1C[C@H](C)[C@@H](CN(C)C(=O)NC2CCCCC2)Oc2ccc(NS(C)(=O)=O)cc2C1=O	i	1.5	-1.8	55	i	6.7
Cc1cc(C)cc(NC(=O)COC(=O)CCC2CCCC2)c1	i	0.9	-1.9	42	i	44.3
CCOc1ncccc1C(=O)Nc1ccc(S(=O)(=O)N2CC(C)CC(C)C2)cc1 (stereo not drawn)	i	1.2	0.5	80	i	31.6
CC(OC(=O)c1ccccc1NCCO)C(=O)Nc1ccc(S(=O)(=O)N2CCOCC2)cc1 (stereo not drawn)	i	1.3	1.8	52	i	55.5
CCCN(C(=O)C1=COCCO1)c1c(N)n(Cc2ccccc2)c(=O)[nH]c1=O	i	0.4	1.4	56	i	18.2
CC(OC(=O)c1cccc(-n2cnnn2)c1)C(=O)Nc1ccc(F)cc1Cl (stereo not drawn)	i	0.7	0.5	70	i	35.2
OCc1ccnc2oc3ccccc3c12	i	0.5	-0.1	37	i	48.0
O=C(Nc1ccccc1N1CCCCC1)c1cc(S(=O)(=O)N2CCOCC2)ccc1Cl	i	0.6	2.2	48	i	33.9
O=C(COC(=O)c1ncc(Cl)c(Cl)c1Cl)NC1CCS(=O)(=O)C1 (stereo not drawn)	i	1.0	1.1	56	i	37.6
Cc1nn(CC(=O)N(C)c2c(N)n(Cc3ccccc3)c(=O)[nH]c2=O)c(C)c1[N+](=O)[O-]	i	1.1	1.8	80	i	36.5
C=CC1=C2C=C(C3CC3)N(CCCN(CC)CC)C=C2C(=O)C(C)(OC(=O)c2ccco2)C1=O (stereo not drawn)	i	0.6	-1.6	92	i	13.2
CN(Cc1ccccc1F)C(=O)c1ccc2c(=O)n3c(nc2c1)CCC3	i	0.4	2.0	66	i	35.9
Cc1nc2c(C)cccn2c(=O)c1NC(=O)c1cccc2ccccc12	i	1.3	1.3	57	i	58.6
O=C1N[C@@H](Cc2ccccc2)COC(=O)[C@H](Cc2ccc(F)cc2)C/C=C\C[C@@H]1CC(=O)N(CCO)Cc1ccccc1	i	0.5	0.1	53	i	17.3
CCOc1cc2c(cc1OCC)CN(CC(=O)Nc1ccccc1C(=O)NC1CC1)CC2	i	0.9	-1.7	55	i	41.0
C/C(=N\OC(=O)c1ccc(F)cc1)c1sc(-c2ccc(Cl)cc2)nc1C	i	0.4	2.9	55	i	22.9
COc1ccc(CNS(=O)(=O)c2ccc(C)cc2)cc1	i	0.8	-2.4	82	i	28.4
CC1CC(C)(C)CC2(C1)NC(=O)N(CC(=O)Nc1cc([N+](=O)[O-])ccc1F)C2=O (stereo not drawn)	i	1.2	1.1	97	i	41.6
COc1ccccc1CN(C)C(=O)c1cccc(S(=O)(=O)N2CCc3ccccc3C2)c1	i	0.4	0.9	67	i	23.4
O=C(CNC(=O)c1cccc(Cl)c1)NCCCSc1ccccc1	i	1.7	-0.6	54	i	28.0

Some of these compounds in order of their number in Myeloid diff MLP GFP+ MAC1+ %, ascending.
molecule	Myeloid diff MLP GFP+ MAC1+ %	T cell modulator	T cell modulator vesicle-bound %
CCCN(C(=O)C1=COCCO1)c1c(N)n(Cc2ccccc2)c(=O)[nH]c1=O	0.4	i	18.2
COc1ccccc1CC(=O)OCC(=O)N1CCN(c2ccc(F)cc2)CC1	0.6	i	48.0
Cc1cc(C)cc(NC(=O)COC(=O)CCC2CCCC2)c1	0.9	i	44.3

Additional compounds.
SMILES	Myeloid diff MLP	Myeloid diff MLP GFP+ MAC1+ %	NTR1 agonist	NTR1 agonist cell count 20 µM	T cell modulator	T cell modulator vesicle-bound %
CCN(Cc1nc2ccccc2c(=O)[nH]1)Cc1cc(=O)oc2cc(C)c(C)cc12	i	0.4	-0.8	81	i	42.1
O=C(Nc1ccccc1N1CCCC1)C1CCN(C(=O)c2ccc(Cl)cc2)CC1	i	0.9	-1.0	49	i	28.3
CCC(=O)Nc1ccc(C(=O)CN2C(=O)NC3(CCOc4ccccc43)C2=O)cc1 (stereo not drawn)	i	1.4	0.4	62	i	34.3
Cc1ccc(NC(=O)NC2CC(=O)N(c3ccc4c(c3)OCCO4)C2)cc1 (stereo not drawn)	i	0.6	-0.1	68	i	47.3
O=C(COC(=O)/C=C/c1cccc(F)c1)NC1CCCC1	i	0.3	2.2	69	i	43.7
CCN(C(=O)COC(=O)Cc1c[nH]c2ccccc12)c1c(N)n(Cc2ccccc2)c(=O)[nH]c1=O	i	0.9	-0.8	46	i	10.5
CC(NC(=O)COC(=O)COc1ccc(C(=O)c2ccccc2)cc1)c1ccccc1 (stereo not drawn)	i	1.5	-2.3	87	i	48.8
CN(CC(=O)Nc1ccccc1Cl)C(=O)c1ccccc1Sc1ccccc1C#N	i	1.4	0.6	71	i	69.6
Cc1ccc(NC(=O)COC(=O)Cn2cnc3c2c(=O)n(C)c(=O)n3C)cc1	i	1.0	-0.2	59	i	20.3
CCOC(=O)C1=NN(c2ccccc2)C2=NC(C)=C(C(=O)OC)C(c3cccs3)N12 (stereo not drawn)	i	1.0	13.6	83	i	16.8
Cc1cccc(C(=O)OCC(=O)c2ccc3c(c2)NC(=O)CO3)c1	i	1.2	-1.1	46	i	55.2
O=C(Nc1cc2c3c(c1)CC(=O)N3CCC2)c1cccc(F)c1	i	1.1	0.8	71	i	50.1
CCC1CCCCN1C(=O)c1cc(S(=O)(=O)N2CCOCC2)ccc1C (stereo not drawn)	i	0.9	2.6	51	i	15.9
Cc1noc(C)c1S(=O)(=O)N(C)C[C@H]1Oc2ccc(NC(=O)Cn3cnnn3)cc2C(=O)N([C@H](C)CO)C[C@@H]1C	i	1.0	-0.9	48	i	26.4
CS(=O)(=O)c1ccc(Cl)c(NC(=O)COC(=O)c2cccc(S(=O)(=O)N3CCCC3)c2)c1	i	0.3	-0.4	49	i	32.2

Part of the list above in order of length of the SMILES, low to high.
SMILES	Myeloid diff MLP	Myeloid diff MLP GFP+ MAC1+ %	NTR1 agonist	NTR1 agonist cell count 20 µM	T cell modulator	T cell modulator vesicle-bound %
CCC1CCCCN1C(=O)c1cc(S(=O)(=O)N2CCOCC2)ccc1C (stereo not drawn)	i	0.9	2.6	51	i	15.9
O=C(Nc1ccccc1N1CCCC1)C1CCN(C(=O)c2ccc(Cl)cc2)CC1	i	0.9	-1.0	49	i	28.3
CCC(=O)Nc1ccc(C(=O)CN2C(=O)NC3(CCOc4ccccc43)C2=O)cc1 (stereo not drawn)	i	1.4	0.4	62	i	34.3
CCN(C(=O)COC(=O)Cc1c[nH]c2ccccc12)c1c(N)n(Cc2ccccc2)c(=O)[nH]c1=O	i	0.9	-0.8	46	i	10.5

Following part:
SMILES	Myeloid diff MLP	Myeloid diff MLP GFP+ MAC1+ %	NTR1 agonist	NTR1 agonist cell count 20 µM	T cell modulator	T cell modulator vesicle-bound %
CCCCn1c(N)c(N(CCOC)C(=O)CCCc2nc3ccccc3c(=O)[nH]2)c(=O)[nH]c1=O	i	1.1	2.9	53	i	40.4
CC1CCCCC12NC(=O)N(CC(=O)OCc1c(F)cccc1Cl)C2=O (stereo not drawn)	i	0.5	0.3	43	i	39.8
CCn1c(SC)nc2cc(S(=O)(=O)N3CCCCC3)ccc21	i	0.8	0.8	58	i	28.3
COc1ccc(Cl)cc1NC(=O)CN(C)C(=O)c1ccc2c(c1)CC(c1ccccc1)OC2=O (stereo not drawn)	i	0.7	1.9	46	i	29.3
COc1ccccc1-n1c(SCC(=O)NC2CC2)nc2ccccc2c1=O	i	1.4	0.0	69	i	31.1
O=C(NNC(=O)c1cccs1)c1ccc(Cl)nc1	i	0.6	-1.0	59	i	24.0
CC(OC(=O)c1cccs1)C(=O)NC1CCCCC1C (stereo not drawn)	i	0.9	-0.8	83	i	24.0
O=C(COc1cccnc1[N+](=O)[O-])Nc1ncc(Cl)cc1Cl	i	0.8	10.8	48	i	45.8
COc1cc([N+](=O)[O-])ccc1NC(=O)COC(=O)c1c[nH]c(=O)[nH]c1=O	i	1.1	0.8	56	i	21.7
COc1ccccc1NC(=O)c1ccc(NC(=O)COC(=O)c2cncc(Br)c2)cc1	i	2.0	4.0	65	i	26.4
Cc1ccc(S(=O)(=O)N2CCN(C(=O)CN3C(=O)NC4(CCCCC4)C3=O)CC2)c(C)c1	i	0.4	0.2	50	i	46.9
COc1ccc(-c2cc(-c3ccccc3)no2)cc1	i	0.8	0.4	54	i	15.4
COc1ccc([C@H]2CC(=O)C=C(c3ccnc4ccc(Cl)cc34)C2)cc1	i	2.0	2.9	50	i	37.8
O=Cc1cccc(OC(=O)Nc2ccccc2)c1	i	0.4	0.6	52	i	37.8
N#Cc1ccc(NCC(=O)N2CCN(S(=O)(=O)c3ccccc3)CC2)cc1	i	1.2	1.5	66	i	50.3
C[C@@H]1NS(=O)(=O)[C@H]2C[C@@H]3C=C[C@]2(O3)[C@H]1OC(=O)c1ccccc1Br	i	2.7	-1.1	38	i	30.9
COc1cc(/C=N/NC(=O)c2cccc3ccccc23)ccc1OCC(N)=O	i	0.0	0.1	54	i	27.1
CCCNC(=O)C(Cc1ccc(C(F)(F)F)cc1)NC(=O)c1ccc(C#N)cc1 (stereo not drawn)	i	1.0	0.6	64	i	44.3
